ALOX12 inhib = blocks human 12-lipoxygenase activity | Potency, µM (doses to about 57.1 µM), for inactives: at the top dose activity change, negative = inhibition, hits mostly inhibitors | 150,000 compounds, 0.12% hits | AID 1452 | P18054 | purified 12-hLO, xylenol orange hydroperoxide absorbance; also: potency is read from the fitted curve at half-maximal effect; nearly all actives have a fitted effect of over 55% in size; many of its hits are not listed in these tables
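Purified human 12hLO (150 nM), preincubated 15 min with compound, then 40 uM arachidonic acid for 30 min, room temperature, Hepes pH 7.0 with 0.01% Triton X-100. Hydroperoxide detected by ferrous iron/xylenol orange; 573/405 nm absorbance ratio gives reaction progress.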
IMPase cell inh = membrane-permeable compound that blocks inositol monophosphatase | P97697 | CHO-M1 cells, IP1 accumulation, HTRF TR-FRET ratio | inhibition (IP1 accumulation), % at 46.1 µM | 120,000 tested, under 10 active | AID 901; active = well fitted curve in the direction sought with a large enough effect in the signal ratio, not every such curve was filed as active; inconclusive = small, poorly fitted or top-dose-only effect, or a change in a side signal; inactive = no such curve, though single readings can be large or run the other way; the % refers to the signal ratio;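 also: cells stimulated with carbachol in lithium chloride buffer; plate controls were DMSO basal wells for no effect and reference inhibitor wells for full effect; higher means more IMPase inhibition seen as more IP1 and lower FRET ratio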
Target sequence (P97697 whole entry, looked up): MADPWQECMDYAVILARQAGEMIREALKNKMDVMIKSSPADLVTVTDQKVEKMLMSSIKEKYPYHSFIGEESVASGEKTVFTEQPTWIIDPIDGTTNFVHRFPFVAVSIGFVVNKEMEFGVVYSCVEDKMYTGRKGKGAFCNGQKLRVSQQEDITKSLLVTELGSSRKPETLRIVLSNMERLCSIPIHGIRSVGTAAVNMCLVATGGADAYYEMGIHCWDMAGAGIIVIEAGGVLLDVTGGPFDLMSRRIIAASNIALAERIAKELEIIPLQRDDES
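Cellular IMPase inhibition is scored as a rise in cytosolic IP1, detected by competitive TR-FRET between d2-labelled IP1 and a europium anti-IP1 antibody. M1-expressing CHO cells were stimulated with carbachol for 30 min at 37C, with lithium (50 mM LiCl) present in the buffer.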
PNC inhibitor = blocks assembly of the perinucleolar compartment | activity change (PNC), negative = inhibition, % at 10 µM | 140,000 compounds, 3.1% hits | AID 2417 | PC3M PTB-GFP, PNC prevalence imaging, 16 h; stronger effect = lower value;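 active = readout at or below -70, meaning at least 70% loss of cells showing the perinucleolar compartment, a nuclear body marking cancer cells; inconclusive = readout between -30 and a set limit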;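 also: plate controls were DMSO wells for no effect and camptothecin positive control wells for full effect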
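Read-out is percentage of cells bearing a perinucleolar compartment, from automated 20x imaging of fixed, Hoechst-stained PC3M PTB-GFP cells. Cells were seeded 4 h, then exposed 16 h to compound (23 nl of library stock) in duplicate plates.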
ALOX15B inhib = blocks human 15-lipoxygenase 2 activity | 110,000 compounds, 0.56% hits | purified 15hLO-2, xylenol orange hydroperoxide absorbance | Potency, µM (top dose mostly 57.1 µM), inactives show at the top dose activity change, negative = inhibition, most hits filed as inhibitors | O15296; also: potency is read from the fitted curve at half-maximal effect; nearly all actives have a fitted effect of over 60% in size; many of its hits are not listed in these tables
Target sequence (O15296 whole entry, looked up): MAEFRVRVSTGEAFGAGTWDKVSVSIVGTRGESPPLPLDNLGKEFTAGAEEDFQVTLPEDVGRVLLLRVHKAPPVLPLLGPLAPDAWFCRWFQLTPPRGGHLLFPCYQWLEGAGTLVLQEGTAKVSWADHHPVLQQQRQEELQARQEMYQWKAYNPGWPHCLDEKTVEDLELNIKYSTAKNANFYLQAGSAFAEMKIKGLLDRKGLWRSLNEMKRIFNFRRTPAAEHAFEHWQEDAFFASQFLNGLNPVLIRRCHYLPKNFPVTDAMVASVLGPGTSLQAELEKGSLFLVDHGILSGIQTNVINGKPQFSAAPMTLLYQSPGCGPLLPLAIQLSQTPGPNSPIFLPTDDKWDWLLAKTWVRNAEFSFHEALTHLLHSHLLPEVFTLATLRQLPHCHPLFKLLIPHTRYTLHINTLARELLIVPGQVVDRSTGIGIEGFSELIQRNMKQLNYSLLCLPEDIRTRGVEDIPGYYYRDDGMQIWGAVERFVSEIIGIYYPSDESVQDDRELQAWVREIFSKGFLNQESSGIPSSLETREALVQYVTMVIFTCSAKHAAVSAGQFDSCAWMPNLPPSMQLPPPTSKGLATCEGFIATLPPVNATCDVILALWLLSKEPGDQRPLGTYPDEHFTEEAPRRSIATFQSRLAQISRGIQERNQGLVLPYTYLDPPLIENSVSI
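Enzyme 50 nM, AA 45 uM, 25 mM Hepes pH 7.5 + 0.01% Triton X-100; cpd preinc 15 min RT, rxn 90 min RT; stop/detect with 200 uM XO + 300 uM Fe(II) in 50 mM H2SO4, 30 min; A573/A405.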
* hit, by the source's call; ? = inconclusive; / = not tested or not shown; & = joins results of further samples; [ ] = dose if it differs, or a comment. Unless noted, calls follow the shape of the dose curve; as a rule, active = well fitted curve in the direction sought with a large enough effect; inconclusive = small, poorly fitted or top-dose-only effect, or another doubt; inactive = no such curve, though single readings can be large; an effect the other way counts as inactive or inconclusive. Unless noted, % is scaled to controls: 0 for no effect and ±100 for the full control effect.

SMILES	ALOX12 inhib	IMPase cell inh	PNC inhibitor	ALOX15B inhib
CC(CNC(=O)C1CCCCC1)NC(=O)C1CCCCC1 (centres undefined)	1%	5	?	5%
O=C(CCN1C(=O)C2C3C=CC(C3)C2C1=O)NCCc1ccccc1 (centres undefined)	-3%	2	-93*	0%
CC(C)c1ccc(/C=C2\C=C(c3ccc4ccccc4c3)OC2=O)cc1	-7%[11.4 µM]	/	/	-7%[11.4 µM]
COc1ccc(/C=C(\C#N)C(=O)OCC(=O)Nc2ccc(C(C)(C)C)cc2)cc1	-5%	/	-17	/
Cc1ccc(-n2c(C)cc(C=C(C#N)C#N)c2C)cc1	-5%	5	?	-24%
O=C(CCc1nc(-c2ccccc2)no1)NCC1CCCO1 (centres undefined)	-6%	-4	-6	-2%
CN(C)CCCNS(=O)(=O)c1ccc(Oc2ncc(C(F)(F)F)cc2Cl)cc1	5%	-5[1.84 µM]	26	15%[11.4 µM]
CC(C)COC(=O)n1c(SCC(=O)N(C)C)nc2ccccc21	2%	3	6	-1%
Cc1nn2c(N3CCN(c4ccccn4)CC3)cc(C(C)C)nc2c1-c1ccccc1	4%	11	-17	39%[activator]
COc1ccc(Cn2c(CCCO)nc3ccccc32)cc1OC	7%	1	?	2%
O=C(NN=C1CCCCCC1)NC1CCCCC1	3%	/	16	/
C=C(C)CNC(=S)NNC(=O)c1cc(C)oc1C	9%	/	-10	/
COC(=O)c1c(C(=O)OC)c(-c2ccc(C)cc2)n2c1CCC2	-8%	8	30	2%
C=CC[N+](C)(C)C/C(Cl)=C(\Cl)c1ccccc1	1%	8	34	7%
O=C(NCC1CCCO1)C1CCC(=O)N1Cc1ccc(F)cc1 (centres undefined)	2%	0	-16	/

The closing 4 records of the part before lead into the next:
SMILES	ALOX12 inhib	IMPase cell inh	PNC inhibitor	ALOX15B inhib
C=C(C)CNC(=S)NNC(=O)c1cc(C)oc1C	9%	/	-10	/
COC(=O)c1c(C(=O)OC)c(-c2ccc(C)cc2)n2c1CCC2	-8%	8	30	2%
C=CC[N+](C)(C)C/C(Cl)=C(\Cl)c1ccccc1	1%	8	34	7%
O=C(NCC1CCCO1)C1CCC(=O)N1Cc1ccc(F)cc1 (centres undefined)	2%	0	-16	/
COc1ccc(Cn2nnnc2C(c2cccs2)N2CCOCC2)cc1 (centres undefined)	-2%	0	21	4%
CCCOc1ccc(C(=O)Nc2nc(C)c(Cc3ccc4c(c3)OCO4)s2)cc1	1%	/	?	/
CN(C)/C(CN1CCCCC1)=C1\N=C(c2ccccc2)OC1=O	-2%	0	?	-4%
C/C1=C/CC(C)(C)/C=C/C/C(C)=C/CC1	5%	/	/	1%
Cc1cnc(CNc2ccnc(-c3ccc(C(=O)N(C)C)cc3)n2)cn1	4%	/	/	0%
Cc1cccc(C)c1OCC(=O)N/N=C/c1cccn1C	1%	-8	?	/
COc1ccc(C(CC(=O)O)NC(=O)c2ccco2)cc1 (centres undefined)	9%	-1	?	2%
CCC[C@@H]1C[C@@]1(CCC)C(NC(=O)c1ccc(-c2ccccc2)cc1)c1cccc(Cl)c1 (some centres undefined)	0%	/	/	-3%
Nc1cccc(CCc2nc3ccccc3[nH]2)c1	4%	/	-19	/
COc1ccc2c(c1)CCc1c(C(=O)NCCc3ccc(OC)c(OC)c3)noc1-2	0%	8	22	-3%
CC(C)c1ccc(N(CC(=O)N/N=C/c2ccc(OC3CSC3)cc2)S(=O)(=O)c2ccccc2)cc1	-5%	-12	-9	/
COC(=O)[C@@H]1C[C@H]2CC[C@H](O)C[C@H]2N1Cc1c(F)cccc1Cl	-2%	/	/	-6%
C=CCn1c(NCCO)nc2sc3c(c2c1=O)CCC3	-6%	0	-114*	-1%
C=CCn1c(SCC(=O)O)nnc1-c1ccc(C(C)(C)C)cc1	-3%	1	?	-10%
COc1ccc(C2=Nn3c(nnc3-c3cccnc3)SC2)cc1	-4%	2	212	/
Cc1ccc(C)c(NC(=O)C(=O)NCc2ccccn2)c1	-2%	/	1	/
Cc1ccc(S(=O)(=O)Nc2ccccc2C(=O)Nc2sccc2C(=O)NN(C)C)cc1	1%	/	?	/
COc1cc(CC(=O)NCCc2ccc(S(N)(=O)=O)cc2)cc(OC)c1OC	-3%	-1	0	-12%
Nc1nc(SC/C=C\c2ccccc2)c2[nH]cnc2n1	1%[11.4 µM]	/	/	-3%[11.4 µM]
CCOC(=O)Cn1nnc(-c2ccc(OCC(C)C)cc2)n1	-9%	-1	-22	5%
CCNc1nc(NCC)nc(SCCOc2ccc(C)cc2)n1	1%	/	-113*	/
O=C(CN1C(=O)CC(c2ccccc2)=Nc2ccccc21)NC1CCCCC1	-5%	5	13	2%
C#CCOCCOCCOCCNc1nc(N2CCN(C(=O)[C@H]([C@@H](C)CC)n3cc(CCCN=C(N)N)nn3)CC2)nc(N2CCN(C(=O)[C@H](CCCCN)n3cc(CCCC)nn3)CC2)n1	2%	/	5	/
Cc1cccc(Cc2nnc(NC(=O)c3cccc(S(=O)(=O)N4CCOCC4)c3)s2)c1	4%	-1	10	-4%
c1ccc(CSc2nnc(-c3ccncc3)o2)cc1	-1%	2	17	-2%
C/C(O)=c1/ccc2cccc3nc(C)nc1c23	-15%	2	?	-18%
CSC1=C(C#N)C(c2cccc(Br)c2)CC(=O)N1 (centres undefined)	-1%	-9	-1	/
CCOC(=O)C1=C(c2ccccc2)OC(N)=C(C#N)C1C(C)C (centres undefined)	-6%	9	?	8%
COc1ccc(CCN2C(=O)C3C4C=CC(C3C2=O)C2C(=O)N(CCc3ccc(OC)c(OC)c3)C(=O)C42)cc1OC (centres undefined)	-1%	8	-15	-6%
Cc1cc(C)c(OCCCCCNCCO)c(C)c1	11%	0	?	11%
O=C(COc1ccc(Cl)cc1)N1CCN(c2ccc([N+](=O)[O-])c(N3CCOCC3)c2)CC1	-1%	/	-2	/
O=C(Nc1nncs1)c1ccc(N2C(=O)C3C4C=CC(C4)C3C2=O)cc1 (centres undefined)	0%	3	31	-5%
CSc1nsc(SC)c1NC(=O)OCc1ccccc1	1%	14	31	5%
C=CCn1c(NC(=O)c2ccc(C)cc2)c(C#N)sc1=N	-9%	4	-7	-2%
O=C1C(=C(c2ccccc2)c2ccccc2)Nc2ccccc21	-6%	3	?	-6%
CC(C)(C)C(=O)N(CCN(C(=O)C(C)(C)C)c1ccccc1)c1ccccc1	4%	4	68	/
O=C(NCc1ccc(Cl)cc1)c1ccc(Br)o1	-4%[0.00818 µM]	1	?	?
Nc1nnc(-c2cc3ccccc3oc2=O)s1	-2%	?	?	7%
COc1ccc(C2C(C(=O)c3cccs3)=C(O)C(=O)N2c2nncs2)cc1 (centres undefined)	3%	-16	18	-7%
CC1(C)C(c2cccs2)=[N+]([O-])C2(CCCCC/C2=N\NC(N)=S)N1O (centres undefined)	0%	4	11	-18%
CN(C)S(=O)(=O)c1ccc(C(=O)N2CCOCC2)cc1	5%	-13	-11	6%
Cc1ccc(C(=O)N2NC(c3ccc(F)cc3)C3C(=O)N(c4ccc(C)cc4)C(=O)C32)cc1 (centres undefined)	-9%	/	63	/
O=C(CSc1nc(N2CCCCC2)nc(N2CCCCC2)n1)c1ccccc1	-3%	0	40	-3%
COC(=O)Cc1ccc(NC(=O)C(c2ccccc2)c2ccccc2)cc1	0%	/	-21	/
Cc1ccc(NC(=O)c2cc(S(=O)(=O)N3CCCCC3)cs2)cc1	-2%	4	-7	-1%
COCC(=O)N(Cc1ccc(OC)cc1)Cc1nc2ccccc2c(=O)[nH]1	-1%	0	13	4%
CCCN1CNC(=S)N(CCc2ccccc2)C1	-8%	16	23	/
O=C(CSc1nc(O)c(Cc2ccccc2F)c(=O)[nH]1)N1CCCCCC1	-6%	?	?	-1%
CC(C)OC(=O)CN1C(=O)C(C)(C)Oc2ccc(C(=O)NC3CC3)cc21	-3%	0	?	-3%
CCCS(=O)(=O)c1c(S(=O)(=O)CCC)c2c3ccccc3ccn2c1C(N)=O	-3%	-4	19	1%
COCCCNC(=O)c1ccc(Cn2c(=O)c3ccccc3n(Cc3ccc(C)cc3)c2=O)cc1	-3%	-17&4	0	5%
COc1cccc(-n2c(=O)c3cc(OC)c(OC)cc3n(CC(=O)Nc3cc(C)[nH]n3)c2=O)c1	0%	/	-2	/
CC(C)CC(NC(=O)OCC1c2ccccc2-c2ccccc21)C(=O)O (centres undefined)	2%	/	/	-11%
N#C/C(=C(/O)CN1CCOCC1)c1nc2ccccc2s1	1%	-7	25	-1%
Fc1ccc(C[n+]2csc3ccccc32)cc1	-28%	1	17	/
COc1ccc(NC(=O)C2CCCN2c2ccc(OC)c(OC)c2)cc1OC (centres undefined)	-27%	1	-6	?
Cc1c(C(=O)CN2CCOCC2)[nH]c2ccccc12	-17%	5	2	-10%
COc1ccccc1NC(=O)c1ccc(CN(c2cc(Cl)ccc2C)S(=O)(=O)c2ccccc2)cc1	3%	5	0	0%
CC(C)(C)c1ccc(COn2c(=O)c(-c3ccco3)[n+]([O-])c3ccccc32)cc1	4%	-1	51	-21%
CCc1cccc2c(C(=O)COC(=O)c3cccc(S(=O)(=O)N(C)C4CCCCC4)c3)c[nH]c12	3%	-7	?	/

(further entries)
SMILES	ALOX12 inhib	IMPase cell inh	PNC inhibitor	ALOX15B inhib
COc1ccc(NC(=O)CSc2nc3[nH]ncc3c(=O)n2-c2ccccc2OC)cc1OC	-2%	/	19	/
CC1CCCN(S(=O)(=O)c2ccc(N(C(=O)c3cnccn3)C(C(=O)NC3CCCCC3)c3cccs3)cc2)C1 (centres undefined)	-2%	/	13	/
Oc1ccc(CN2CCCCC2)nc1-c1ccccc1	5%	2	13	14%
Cc1nnc(SCc2ccc(Cl)cc2)n1CC1CCCO1 (centres undefined)	2%	6	8	-1%
COc1cc2c(cc1NCc1ccccn1)oc1ccccc12	-3%	/	-10	/
CCOc1cc2[nH]c(=S)n(CCc3ccc(OC)c(OC)c3)c(=O)c2cc1OCC	2%	-6	31	-22%
COc1ccc(C(NC(=O)C2CCCCC2)c2c(O)ccc3ccccc23)cc1 (centres undefined)	-8%	/	52	/
CCOC(=O)CSc1nnc(Cn2nnc(-c3ccccc3)n2)n1C	-2%	2	18	-2%
Nc1ccc2nc(-c3ccccn3)[nH]c2c1	7%	22	-11	/
CC(=O)c1cc(-c2ccccc2)n(CC(=O)Nc2ccc(C)c(C)c2)c1C	2%	/	37	/
COc1cc2cc(CN(CCO)S(=O)(=O)c3ccccc3Cl)c(=O)[nH]c2cc1OC	0%	5	21	-5%
CC(C)NC[C@H](O)COc1cccc2[nH]ccc12	3%	-8	/	19%
Cc1onc(-c2ccccc2)c1C(=O)NC(=S)NNC(=O)c1cccnc1	-1%	/	-13	/
CCOC(=O)C1CCCCN1Cc1cc(OC)ccc1OC (centres undefined)	-5%	5	21	-7%
CSc1nc2c(cnn2-c2ccc(C)c(C)c2)c(=O)[nH]1	1%	5	16	-6%
c1ccc2c(c1)[nH]c1c(NCC3CCCO3)ncnc12 (centres undefined)	4%	18	9	4%
O=C(COc1ccccc1F)NC1CCN(Cc2ccccc2)CC1	0%	-4	-14	10%
COC(=O)NCc1ccc(Cl)c(Cl)c1	-2%	-1	-9	-3%
COc1ccc(NC(=O)c2ccccc2NS(C)(=O)=O)cc1OC	-3%	2	?	9%[2.29 µM]
CCC1c2ccc(C)n2CCN1C(=O)Nc1ccc(F)cc1 (centres undefined)	-4%	-10	16	31%[activator]
CN(C)CCCNC(=O)CC(c1ccccc1)c1ccccc1O (centres undefined)	1%	-2	-4	7%
CCOC(=O)Nc1nnc(-c2ccc(OC)cc2)s1	6%	-6	18	3%

Compound activity: PubChem BioAssay, National Center for Advancing Translational Sciences (NCATS)

Some of the compounds tested; the hit share may differ from the screen's.
